From PubChem
ARNT-TACC3 inh: disruptors of ARNT/TACC3 protein interaction, primary screen, biochemical, AlphaScreen, single concentration; Transforming acidic coiled-coil-containing protein 3 (Homo sapiens), Q9Y6A5; AlphaScreen His-ARNT PAS-B/GST-TACC3 binding, luminescence; TACC3 fragment carries E629A point mutation; inhibition, % at 9.99 µM; 0.66% of 390,000 active; AID 623870, 2012;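 active = mean inhibition of replicates at least 50% and at least half of replicates each reaching 50%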;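 also: 0% = complete ARNT plus TACC3 wells and 100% = ARNT alone without TACC3; many hits fall short of the cut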
Numbers without * were called inactive. An excerpt; the hit share may differ from the screen's.

SMILES	ARNT-TACC3 inh
CCOc1ccc(-c2nnn(CC(=O)NCc3ccc(OC)cc3)n2)cc1OCC	-10
CN1CCN(S(=O)(=O)c2ccc(NC(=O)c3ccco3)cc2)CC1	-2
N/C(=N\OCc1ccc([N+](=O)[O-])cc1)c1ccccn1	1
O=c1c2ccccc2oc2ccc(-c3ccc4cc[nH]c4c3)cc12	-14
C/C(=C\c1ccccc1)CN1CCN(c2cccc(Cl)c2)CC1	20
Cc1cc(NC(=O)CCNS(=O)(=O)c2cc(Br)cnc2N)ccc1Br	-2
Cc1cc(C(=O)NCc2ccc(S(N)(=O)=O)cc2)c(C)o1	0
Cc1cccn2c(=O)c3cc(C#N)c(=N)n(CCCN4CCOCC4)c3nc12	-5
OC(CN1CCN(c2ccccc2)CC1)c1c[nH]c2ccccc12 (stereo not drawn)	-1
O=C(CN1C(=O)C2CC=CCC2C1=O)NCC1COc2ccccc2O1 (stereo not drawn)	-7
CC(C)CNc1c(N)c(=O)oc2ccccc12	-3
COC(=O)c1c(C)[nH]c(C)c1-c1ccccc1	1
O=C(Nc1ccc2c(c1)OCO2)N1CCN(c2cccc(C(F)(F)F)c2)CC1	4
Cc1ccccc1NC1=C(C(=O)c2ccccc2)N(C)S(=O)(=O)c2ccccc21	-1
CCc1nc(-n2[nH]c(=O)c3ccccc3c2=O)c2c3c(sc2n1)CCCC3	0
Cc1ccc(NC(=O)CSc2nnc(NC(=O)CN3CCOCC3)s2)cc1	-2
COc1ccccc1NC(=O)c1cc2n(n1)C(C(F)(F)F)CC(c1ccc3c(c1)OCO3)N2 (stereo not drawn)	1
O=C(NC1CCCC1)c1cc(COc2ccc3ncccc3c2)on1	-32
Cc1ccnc(NCn2nnc3ccccc32)c1	-2
COC(=O)c1ccccc1NC(=O)COC(=O)c1ccco1	-5
CC(C)COC(=O)c1ccc(NC(=O)C2C3CCC(C3)C2C(=O)O)cc1 (stereo not drawn)	-8
Cc1ccc(O)c(NC(=O)CCC2CCCCC2)c1	9
CSc1nc(-c2ccco2)cc(-c2ccccc2)c1C#N	-1
CSCCC(NS(=O)(=O)c1ccc(C)cc1)C(=O)NCCc1c[nH]c2ccccc12 (stereo not drawn)	-5
CCCC(=O)Nc1ccc(C(=O)NNC(=S)NC(=O)c2cccs2)cc1	6

Shown with each value named: entries from further up
> COC(=O)c1ccccc1NC(=O)COC(=O)c1ccco1
- ARNT-TACC3 inh: -5

> N/C(=N\OCc1ccc([N+](=O)[O-])cc1)c1ccccn1
- ARNT-TACC3 inh: 1

> O=C(Nc1ccc2c(c1)OCO2)N1CCN(c2cccc(C(F)(F)F)c2)CC1
- ARNT-TACC3 inh: 4

(list continues)
SMILES	ARNT-TACC3 inh
COc1cccc(NC(=O)CCc2nc(-c3cccs3)no2)c1	1
CCOC(=O)C(C)S(=O)(=O)c1ccc(C(F)(F)F)cn1 (stereo not drawn)	1
Cc1nn2c(-c3ccncc3)nnc2c2ccccc12	-1
O=C(c1cc2cc([N+](=O)[O-])ccc2oc1=O)N1CCN(c2ncccn2)CC1	-12
CC(C)CC(=O)Nc1ccccc1N1CCN(C(=O)c2ccccc2)CC1	-10
CCOC(=O)C1=C(C)NC(=O)NC1c1cn(-c2ccccc2)nc1-c1cccs1 (stereo not drawn)	1
COC(=O)Cn1cnc2c(nnn2-c2ccc(C)cc2)c1=O	-1
Cc1ccc(-c2nnc(N3CCOCC3)c3ccccc23)cc1S(=O)(=O)NCC1CCCO1 (stereo not drawn)	24
Cc1ccc(C(C)C)c(OC(=O)/C=C/c2ccccc2)c1	-10
CC1(C)Cc2c(c(N3CCOCC3)nc3sc(-c4ccc(C(=O)O)o4)c(N)c23)CO1	-2
COc1cccc(NC(=O)CSc2nnc(-c3cccs3)n2C)c1	-4
COc1ccc2cc(C(c3nnnn3Cc3ccccc3)N3CCCCCC3)c(=O)[nH]c2c1 (stereo not drawn)	5
Cc1nnc(SCC(=O)N2CCN(c3ccccc3)CC2)n1-c1ccccc1	2
COC(=O)C1=C(C)N(CC2CCCO2)C(=O)C1 (stereo not drawn)	9
COCc1cc(C)n(CC(=O)Nc2ccccc2C(=O)OC)c(=O)c1C#N	0
N#CCSc1nnc(-c2cnccn2)n1Cc1ccccc1	-1
O=C(Nc1ccc(OCC(F)(F)C(F)F)c(C(F)(F)F)c1)c1ccccc1	-7
CC(C(=O)Nc1cc(C(F)(F)F)ccc1N1CCOCC1)N1C(=O)C2CC=CCC2C1=O (stereo not drawn)	0
N#Cc1cc(Oc2ccc(Cl)cc2)c(N2CCOCC2)cc1C#N	-2
COc1ccc(NC(=O)CSc2nncn2C)cc1OC	-2
O=P1(c2ccccc2)C=Cn2c1cc1c2CCCC1 (stereo not drawn)	-10
O=C(NCCC1=CCCCC1)c1ccc(F)c(S(=O)(=O)N2CCOCC2)c1	-8
Cc1cccc(NC(=O)c2cc(NC(=O)C3CC=CCC3C(=O)O)ccc2N2CCOCC2)c1 (stereo not drawn)	-28
CCN(CC)c1ccc2cc(-c3nc4ccccc4[nH]3)c(=O)oc2c1	-2
O=C(c1ccco1)N1CCN(S(=O)(=O)c2ccc3c(c2)OCCO3)CC1	2

Of the compounds above, 2 have a nitro group on carbon:
SMILES	ARNT-TACC3 inh
N/C(=N\OCc1ccc([N+](=O)[O-])cc1)c1ccccn1	1
O=C(c1cc2cc([N+](=O)[O-])ccc2oc1=O)N1CCN(c2ncccn2)CC1	-12

The list continues:
SMILES	ARNT-TACC3 inh
CCCCCCCC(=O)NC(Nc1ccccc1OC)C(Cl)(Cl)Cl (stereo not drawn)	-2
O=C(CCSc1ccccc1)NCCSc1ccccn1	0
O=C(CN1CCN(S(=O)(=O)c2ccccc2)CC1)Nc1ccc2c(c1)OCO2	1
Cc1cccc(NS(=O)(=O)c2ccc(C3CCCCC3)cc2)n1	-11
Nc1nc2c3ccccc3nc(Cc3ccccc3)n2n1	-3
COc1ccc(O)c(-c2[nH]ncc2C(=O)c2ccccc2)c1	-18
Cc1ccc(-n2c([O-])nc(-[n+]3ccccc3)c2C=O)cc1	-3
CC(=O)c1c(C)[nH]c(C(=O)N2CCc3ccccc32)c1C	4
COC(=O)c1c(-c2ccc(F)cc2)csc1NC(=O)c1ccco1	-3
CCc1cccc(NC(=O)CCS(=O)(=O)c2cccc3nonc23)c1	-1
COC(=O)CN(c1ccc2c(c1)OCCO2)S(=O)(=O)c1ccccc1	-2
CCS(=O)(=O)N1CCN(c2ccccn2)CC1	-2
CCCNC(=O)c1ccc(CN2CCc3ccccc3C2)cc1	-3
CCOc1cccc(-c2nn3c(-c4cc(C)[nH]n4)nnc3s2)c1	15
O=C(Nc1nnc(CCN2CCOCC2)s1)C1CCCCC1	-14
O=c1nc(N2CCCCC2)nc2n1CCO2	-1
Cc1ccc(SCc2c(-c3ccccc3)nn(C)c2Cl)cc1	13
Cc1cc(NC(=O)c2c(Cl)c(C)nn2C)no1	-1
O=[N+]([O-])c1ccc(Cl)c(/C=N/n2c(C3CCCCC3)n[nH]c2=S)c1	-8
COc1ccc(-c2cnn3c(N)c(S(=O)(=O)C(C)(C)C)cnc23)cc1	0
Nc1nc(NC(=O)c2ccco2)nn1-c1ccccc1	-2
COc1ccc(C(=O)Nc2ccc(OCc3ccccc3)cc2)cc1[N+](=O)[O-]	2
NC(=O)CN1N=C(c2cc(Cl)sc2Cl)CSC1=O	-3
CC(C)OC(=O)CC(=O)CSc1nc2c(cc1C#N)CCCCC2	-37
COCCn1c(SCC(=O)c2ccc(F)cc2)nnc1C(C)C	2
More entries
SMILES	ARNT-TACC3 inh
Cc1ccc(C)c(-n2c(SCC(=O)NCC3CCCO3)nnc2-c2ccoc2C)c1 (stereo not drawn)	0
Cc1ccc(Nc2nc(N)nc(CC#N)n2)cc1	3
Cc1ccc(C(C(=O)NCc2ccco2)N(Cc2ccco2)C(=O)CNC(=O)c2ccco2)cc1 (stereo not drawn)	11
Cn1ncc(N=Cc2ccccc2O)c1C(=O)N1CCOCC1	-3
CC(=O)C1(O)C(C)CC2C3CCC4CC(O)CCC4(C)C3=CCC21C (stereo not drawn)	-1
O=C1c2ccccc2NC2(CCCC2)N1O	-4
COc1ccccc1NCCC(=O)OCC(=O)NCc1ccco1	-2
Cc1onc(-c2c(F)cccc2Cl)c1C(=O)OCC(=O)NCc1ccco1	-13
CC(C)c1ccc(-c2noc(C3CCCN(C(=O)c4ccc(F)cc4F)C3)n2)cc1 (stereo not drawn)	-2
CCCS(=O)(=O)N1CCC(C(=O)NCCCN(CC)c2cccc(C)c2)CC1	-5
Cc1c(Cl)cccc1N(CC(=O)NC1CCCCC1)S(C)(=O)=O	-6
COc1ccccc1CNS(=O)(=O)c1c(C)noc1C	-11
O=C(NCN1CCN(c2ccccc2F)CC1)c1cccnc1	-20
CCCN(c1ccc(OCC)cc1)S(=O)(=O)c1ccc2c(c1)CCN2C(=O)CCC(=O)O	-8
Cc1cnc(C(=O)Nc2ccccc2F)cn1	5
COC(=O)c1cccc(C23CC4(C2)[C@H](CN(Cc2ccc(C(F)(F)F)cc2)[C@@H]4c2ccccc2)C3c2ccccc2)c1 (stereo partly drawn)	-3
Cc1ccc2[nH]c3c(=O)n(CCc4cnc[nH]4)cnc3c2c1	23
CC(Oc1ccc(Cl)cc1Cl)C(=O)NC1=NN(c2ccccc2)C(=O)C1 (stereo not drawn)	-2
CCCCN(C(=O)c1ccc2c(c1)OCO2)c1c(N)n(CCCC)c(=O)[nH]c1=O	-3
CCOC(=O)Cc1nnc(NC(=O)c2ncn[nH]2)s1	69*
O=C(Nc1ccc2c(c1)OCCO2)C1CCCN(S(=O)(=O)c2cccs2)C1 (stereo not drawn)	4
CCOC(=O)Cn1c(N2CCCCCC2)nc2c1c(=O)[nH]c(=O)n2C	0
O=C(CN(C(=O)Cn1nnc(-c2cccs2)n1)c1cnc2ccccc2c1)NCC1CCCO1 (stereo not drawn)	-6
Cc1cccc(NC2=NC(=S)N(c3ccc(C(=O)O)cc3)C23CCCCC3)c1	-2
O=C(NCCC(c1ccccc1)c1ccccc1)c1ccc(Br)o1	23

Sorted by molar mass (largest number first): 3 of the compounds above
SMILES	ARNT-TACC3 inh
Cc1c(Cl)cccc1N(CC(=O)NC1CCCCC1)S(C)(=O)=O	-6
CCOC(=O)Cn1c(N2CCCCCC2)nc2c1c(=O)[nH]c(=O)n2C	0
O=C(NCN1CCN(c2ccccc2F)CC1)c1cccnc1	-20

Among those listed so far, 5 have a COOH group:
SMILES	ARNT-TACC3 inh
CC(C)COC(=O)c1ccc(NC(=O)C2C3CCC(C3)C2C(=O)O)cc1 (stereo not drawn)	-8
CC1(C)Cc2c(c(N3CCOCC3)nc3sc(-c4ccc(C(=O)O)o4)c(N)c23)CO1	-2
Cc1cccc(NC(=O)c2cc(NC(=O)C3CC=CCC3C(=O)O)ccc2N2CCOCC2)c1 (stereo not drawn)	-28
CCCN(c1ccc(OCC)cc1)S(=O)(=O)c1ccc2c(c1)CCN2C(=O)CCC(=O)O	-8
Cc1cccc(NC2=NC(=S)N(c3ccc(C(=O)O)cc3)C23CCCCC3)c1	-2

Other entries follow:
SMILES	ARNT-TACC3 inh
CCSC1(SCC)N=C(N)C2(C#N)C(c3ccccc3)NC(C)=C(C)C12C#N (stereo not drawn)	9
O=C(c1cccc(S(=O)(=O)N2CCOCC2)c1)N1CCCc2ccccc21	2
O=C(NCCN1CCOCC1)c1cc(S(=O)(=O)NCCCN2CCCC2=O)ccc1Cl	-4
CC(C)(C)c1ccc(OCc2ccc(C(=O)N/N=C/c3ccc([N+](=O)[O-])cc3)o2)cc1	-9
CC(=O)Nc1cnc(NC(=O)c2cccc(F)c2)cc1C	1
COC(=O)CN(c1ccc(OC)cc1)S(=O)(=O)c1c(C)noc1C	-9
O=C(CN1CCCCC1)Nc1cccc(Br)c1	-3
O=C(Nc1nc(-c2ccccc2)cs1)C1c2ccccc2Oc2ccccc21	5
CCNC(=S)NC1CC2CCC(C1)N2Cc1ccccc1 (stereo not drawn)	-2
O=C(COc1ccccc1Cl)NCc1ccco1	-5
Cc1ccc(Nc2nc(=O)[nH]nc2C)cc1	-7
CCN(CC(=O)N1CCN(C)CC1)S(=O)(=O)c1ccc(Cl)cc1	3
O=C1c2cc(S(=O)(=O)NCCCO)ccc2-c2ccc(S(=O)(=O)NCCCO)cc21	-5
NC(=O)c1ccc[n+](CC(=O)OCCC23CC4CC(CC(C4)C2)C3)c1	0
Cc1cn(C2C=CC(CO)O2)c(=O)[nH]c1=O (stereo not drawn)	-9
COc1cccc(NC(=O)Cn2c(=O)c3c(ncn3Cc3ccccc3)n(Cc3ccccc3)c2=O)c1	3
CCN1CCCC1CN(Cc1cc2c(C)cc(C)cc2[nH]c1=O)C(=O)NC1CCCCC1 (stereo not drawn)	4
Cc1ccc(N(C(C)C(=O)Nc2ccc3c(c2)OCO3)S(C)(=O)=O)cc1 (stereo not drawn)	3
COc1ccc2[nH]c(C(=O)O)c(CCNC(C)=O)c2c1	-7
CCOC(=O)C1=C(O)C(=O)N(c2ccc(S(N)(=O)=O)cc2)C1c1ccccc1 (stereo not drawn)	-10
Cc1sc2ncn(C(C)C(=O)OC3CCCCC3)c(=O)c2c1C (stereo not drawn)	-9
COc1ccc(NC(=O)CSc2nccn2-c2ccccc2)c(OC)c1	28
COC(=O)c1cccc(S(=O)(=O)N2CCCCC2)c1	-5
O=C(CSc1nnc2n(C3CCCCC3)c(=O)c3ccccc3n12)OC1CCCCC1	2
COc1ccccc1NS(=O)(=O)c1ccc(C(=O)OCC(=O)NCc2ccco2)cc1	-3
COC(=O)c1ccc(NC(=O)c2cn(-c3cccc(C)n3)cn2)cc1	-1
CCCn1cnc2cc(NCc3cccc(OC)c3O)ccc21	7
